RGS8-Gao: regulators of human RGS8-Galphao interaction | P09471 | multiplexed bead flow cytometry, RGS8-Galphao binding; actives lie on both sides | response (percent of control binding), % at 10 µM | actives 0.34% (n = 220,000) | AID 1423; in the data active means response below about 60% or above about 140%; inactive means in between;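 further: Galphao activated as the GDP aluminium fluoride complex binding bead-coupled RGS8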
Target sequence (P09471 whole entry, looked up): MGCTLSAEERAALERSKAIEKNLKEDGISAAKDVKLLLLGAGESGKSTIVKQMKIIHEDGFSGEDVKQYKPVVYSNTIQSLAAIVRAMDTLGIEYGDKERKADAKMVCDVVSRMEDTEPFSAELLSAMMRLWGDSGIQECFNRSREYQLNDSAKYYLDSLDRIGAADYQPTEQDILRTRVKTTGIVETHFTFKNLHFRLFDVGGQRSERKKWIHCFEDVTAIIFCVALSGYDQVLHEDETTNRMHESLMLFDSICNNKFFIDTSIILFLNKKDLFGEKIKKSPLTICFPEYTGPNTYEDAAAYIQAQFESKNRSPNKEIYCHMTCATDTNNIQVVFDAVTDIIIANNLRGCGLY
Mcl1-Noxa inh: disrupts binding of human Mcl-1 to Noxa peptide. Q07820. TR-FRET Mcl-1/Noxa peptide binding, 2 h. inhibition, % at 21.7 µM. actives 1.5% (n = 220,000). AID 1022;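 active means compounds that cut the protein-peptide binding signal by more than 50% relative to plate controls in a single-dose test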;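 further: His-tagged Mcl-1 with rhodamine Noxa BH3 peptide and terbium anti-His antibody; 0% = Mcl-1 plus Noxa peptide wells and 100% = peptide-only wells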
Bim-Bcl-2: disrupts Bim peptide binding to human Bcl-2; P10415; Bead-based flow cytometry, Bim peptide-Bcl-2 binding; inhibition, % at 10 µM; actives 0.06% (n = 190,000); AID 950; in the data active means inhibition above about 40%; inconclusive means no clear call, values can overlap the other calls;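 further: 0% = no compound wells with probe peptide and 100% = reference peptide inhibitor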
Target sequence (P10415 whole entry, looked up): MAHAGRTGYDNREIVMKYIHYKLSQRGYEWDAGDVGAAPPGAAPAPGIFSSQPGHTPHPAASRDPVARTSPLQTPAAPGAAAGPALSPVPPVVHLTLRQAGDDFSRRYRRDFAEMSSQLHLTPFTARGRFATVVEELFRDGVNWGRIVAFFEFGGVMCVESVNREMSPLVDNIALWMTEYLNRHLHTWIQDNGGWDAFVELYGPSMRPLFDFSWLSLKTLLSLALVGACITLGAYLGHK
Bim-Bfl-1: inhibitors of Bim-Bfl-1 interaction, human. inhibition, % at 10 µM. Bead-based flow cytometry, Bim-Bfl-1 binding inhibition. Q16548. actives 0.12% (n = 190,000);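 further: 0% = wells without compound plus tracer and 100% = blocker peptide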
Mcl1 Bid PPI: Mcl-1/Bid interaction inhibition; Q07820; actives 0.97% (n = 220,000); inhibition, % at 21.7 µM; TR-FRET Mcl-1/Bid-Dy647 peptide binding, 1536-well;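 active means compounds that cut the binding signal by more than half at the single screening dose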;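 further: His-tagged Mcl-1 with europium anti-His antibody binding Bid BH3 peptide; 0% = Mcl-1 plus peptide wells and 100% = peptide-only wells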
Bim-Bcl-B: inhibitors of Bim-Bcl-B interaction, human. bead-based flow cytometry, Bim peptide-Bcl-B binding. inhibition, % at 10 µM. actives 0.073% (n = 190,000). AID 951. Q9HD36;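 further: 0% = tracer peptide without compound and 100% = reference inhibitor peptide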
Bim-Bcl-W: disrupts Bim peptide binding to human Bcl-W | Q92843 | bead-based flow cytometry | inhibition, % at 10 µM | actives 0.02% (n = 190,000);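 further: 0% = bound tracer without compound and 100% = peptide blocker; higher means less fluorescent Bim peptide bound to Bcl-W beads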
Target sequence (Q92843 whole entry, looked up): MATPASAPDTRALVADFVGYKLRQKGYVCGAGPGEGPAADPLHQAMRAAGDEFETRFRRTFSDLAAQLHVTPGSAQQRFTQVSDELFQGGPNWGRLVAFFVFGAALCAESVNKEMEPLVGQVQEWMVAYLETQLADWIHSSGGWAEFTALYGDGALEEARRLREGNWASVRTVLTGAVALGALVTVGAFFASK
RGS4-Gao reg: modulates binding of RGS4 to human Galphao; binding response (% of control), % at 10 µM; P09471; Multiplexed bead flow cytometry; actives lie on both sides; actives 0.33% (n = 220,000); AID 1415; in the data active means binding response below about 49% or above about 150%; inactive means in between;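 further: fluorescent Galphao activated with aluminum fluoride binding bead-coupled RGS4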
Bim-Mcl-1: human Bim-Mcl-1 interaction inhibition; actives 0.1% (n = 190,000); Bead-based flow cytometry, Bim peptide-Mcl-1 binding; AID 1009; inhibition, % at 10 µM; Q07820;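 further: 0% = no compound tracer wells and 100% = peptide blocker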
RGS7-Gao reg: regulators of human RGS7-Galphao interaction | P09471 | Multiplexed bead flow cytometry, RGS7-Galphao binding; actives lie on both sides | binding response (% of control), % at 10 µM | actives 0.35% (n = 220,000) | AID 1439; in the data active means binding response below about 49% or above about 150%; inconclusive means no clear call, values can overlap the other calls; inactive means in between;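 further: fluorescent Galphao held in activated GDP-AlF4 state binding bead-coupled RGS7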
Bcl-XL Bim block: human Bim-Bcl-XL interaction inhibition; actives 0.04% (n = 190,000); inhibition, % at 10 µM; AID 1007; Q07817; Bim peptide-Bcl-XL binding, bead flow cytometry, fluorescence
Target sequence (Q07817 whole entry, looked up): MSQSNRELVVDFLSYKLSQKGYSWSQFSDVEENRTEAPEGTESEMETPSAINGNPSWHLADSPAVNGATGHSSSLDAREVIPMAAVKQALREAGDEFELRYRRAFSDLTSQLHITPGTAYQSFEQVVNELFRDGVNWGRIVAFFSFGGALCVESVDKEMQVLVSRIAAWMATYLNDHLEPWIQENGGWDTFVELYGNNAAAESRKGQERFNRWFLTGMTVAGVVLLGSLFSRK
* = called active by the depositor; ? = inconclusive; · = not tested or not shown. Unless noted, no stated cut-off is given here; in the data, active means inhibition above about 40%.

(1) C=CCOC(=O)c1cc(-c2ccc(/C=C3\C(=O)NC(=O)C(C#N)=C3C)o2)ccc1Cl
(2) CCCn1c(-c2cccc([N+](=O)[O-])c2)nc2c1c(=O)[nH]c(=O)n2Cc1ccccc1
(3) CCCCn1c(-c2nonc2N)nc2ccccc21
(4) Cc1ccc([N+](=O)[O-])cc1NC(=S)NC(=O)CC(C)(C)C
(5) O=C(CC(c1ccccc1)c1ccccc1)Nc1ccc2c(c1)OCCO2
(6) Cn1cnnc1SCc1ccc(C#N)cc1Cl
(7) O=C1CCC(/C=C/c2ccccc2)=NN1
(8) CC1CCCN(C(=O)C2(NC(=O)Nc3cccc(F)c3)CCCCC2)C1 (centres undefined)
(9) CC(Sc1nnc(Nc2ccccc2)s1)C(=O)Nc1nc(-c2ccccc2)cs1 (centres undefined)
(10) CCOC(=O)c1sc(-c2ccc(Br)cc2)cc1N
compound no.,1,2,3,4,5,6,7,8,9,10
RGS8-Gao,93,99,104,97,103,96,103,105,101,102
Mcl1-Noxa inh,105*,31,4,13,5,10,6,7,6,-5
Bim-Bcl-2,-6,-8,-8,0,0,-4,-3,-1,-4,-1
Bim-Bfl-1,-13,-11,-16,-1,-1,-5,-4,-5,-6,0
Mcl1 Bid PPI,99*,6,-13,-55,-2,1,-2,-3,-47,-11
Bim-Bcl-B,-5,-8,-7,-1,1,0,1,-3,-7,-3
Bim-Bcl-W,-1,-5,2,-2,0,-3,3,-10,-1,0
RGS4-Gao reg,79,94,106,100,100,93,101,103,101,100
Bim-Mcl-1,-6,-4,-3,0,0,-3,2,-23,0,-1
RGS7-Gao reg,83,90,103,97,98,97,107,103,101,98
Bcl-XL Bim block,-38,-7,-10,-1,0,-6,1,-17,-6,-1

Six compounds out of the list above, arranged by their value in Mcl1 Bid PPI, rising.
item	mol	Mcl1 Bid PPI
4	Cc1ccc([N+](=O)[O-])cc1NC(=S)NC(=O)CC(C)(C)C	-55
9	CC(Sc1nnc(Nc2ccccc2)s1)C(=O)Nc1nc(-c2ccccc2)cs1 (centres undefined)	-47
3	CCCCn1c(-c2nonc2N)nc2ccccc21	-13
10	CCOC(=O)c1sc(-c2ccc(Br)cc2)cc1N	-11
8	CC1CCCN(C(=O)C2(NC(=O)Nc3cccc(F)c3)CCCCC2)C1 (centres undefined)	-3
6	Cn1cnnc1SCc1ccc(C#N)cc1Cl	1

Carrying on.
(11) CN(C)N1C(N)=C(C#N)C(c2ccsc2)C2=C1CCCC2=O (centres undefined)
(12) Cc1cn2c(nc1=O)OC1C(O)C(COC(=O)c3ccccc3)OC12 (centres undefined)
(13) O=C(NCCC1=CCCCC1)C(=O)NCCc1ccc(Cl)cc1
(14) CCOc1ccc(CN2CCNC(=O)C2CC(=O)NCc2ccccn2)cc1 (centres undefined)
(15) CC(C)(C(N)=O)c1ccccc1
(16) COC(C[C@@H](O)[C@H](C)[C@@H](O)COCc1ccccc1)OC
(17) O=c1[nH]c(SCCN2CCOCC2)nc(O)c1-c1ccccc1
(18) Cc1ccc2[nH]c3c(=S)nc[nH]c3c2c1
(19) CCOc1ccc(C(=O)N(CN2CCCC2=O)c2cccc(Cl)c2)cc1
(20) O=C(CN1C(=O)C2CCCCC2C1=O)OCn1nnc2ccccc2c1=O (centres undefined)
compound no.,11,12,13,14,15,16,17,18,19,20
RGS8-Gao,84,99,98,101,100,100,100,101,96,104
Mcl1-Noxa inh,11,-4,-4,2,1,0,8,41,15,3
Bim-Bcl-2,5,-10,-1,0,·,·,·,-1,-2,1
Bim-Bfl-1,4,-10,7,-1,·,·,·,-14,-4,-4
Mcl1 Bid PPI,-69,1,-30,-60,-21,-41,-1,-93,-13,-20
Bim-Bcl-B,-2,-5,1,-8,·,·,·,-24,0,3
Bim-Bcl-W,1,0,0,-1,·,·,·,-3,-1,0
RGS4-Gao reg,83,96,94,94,99,101,96,102,100,103
Bim-Mcl-1,1,-2,-2,-1,·,·,·,-18,0,2
RGS7-Gao reg,80,92,?,101,?,?,?,105,97,100
Bcl-XL Bim block,0,-1,2,-4,·,·,·,-5,0,0

(21) C(=C\c1ccco1)/c1nc2ccccc2[nH]1
(22) CCOCCn1c(COc2ccccc2)nc2ccccc21
(23) CCCn1c(=O)c(C(=O)N/N=C/c2ccc(F)cc2)c(O)c2ccccc21
(24) CCCC(C(=O)NC1CCCC1)N(Cc1cccs1)C(=O)c1snc(C(N)=O)c1N (centres undefined)
(25) O=C(/C=C/c1ccccc1Cl)Nc1ccc2c(c1)C(=O)NC2=O
(26) COc1cccc(C(=O)Nc2ccc(NC(=O)C(C)(C)C)cn2)c1
(27) CSCC[C@H](NC(=O)Nc1ccc(C)cc1C)C(=O)O
(28) CCOC(=O)c1sc(NC(=O)C(C)(C)C)cc1C
(29) CCOc1ccc(S(=O)(=O)N2CCCCC2)c(C)c1C
(30) COc1ccccc1C(=O)Nc1c2c(nn1-c1cccc(C)c1C)CS(=O)(=O)C2
compound no.,21,22,23,24,25,26,27,28,29,30
RGS8-Gao,103,103,98,87,105,100,99,105,100,104
Mcl1-Noxa inh,9,3,6,2,28,5,11,7,11,-2
Bim-Bcl-2,3,-12,·,-1,0,-7,-12,-6,2,-3
Bim-Bfl-1,3,-16,·,4,-8,-6,-10,-8,2,-5
Mcl1 Bid PPI,-51,-28,-10,8,-31,-17,-5,-2,0,14
Bim-Bcl-B,-6,-5,·,1,-7,-4,-12,-7,0,-10
Bim-Bcl-W,0,-3,·,5,0,1,-2,1,-2,5
RGS4-Gao reg,104,101,97,95,97,99,100,105,100,101
Bim-Mcl-1,1,-3,·,3,0,3,-3,0,-5,-4
RGS7-Gao reg,108,99,?,97,99,97,93,106,?,101
Bcl-XL Bim block,0,-5,·,5,-4,3,-8,-2,-1,1

(31) CCCNC(=O)[C@H](C)NC(=O)c1ccc(Br)cc1
(32) N#C/C(=C\c1cccnc1)C(=O)NC1CCCCC1
(33) C=CCn1c(=S)[nH]c2scc(-c3ccco3)c2c1=O
(34) COc1ccc(C(=O)Nc2nc(N3C(=O)c4ccccc4C3=O)n(-c3ccccc3)n2)cc1
(35) Cc1cccc(Nc2ccccc2C(=O)O)c1C
(36) CCCCCCC1CC(C)(/C(C)=N/NC(N)=O)OC1=O (centres undefined)
(37) COCCCN(C(=S)Nc1cccc(Cl)c1)C(C)c1ccncc1 (centres undefined)
(38) NC(=S)N=Nc1c(O)n(CCCl)c2ccccc12
(39) O=C(Cc1ccc(Cl)cc1)c1c[nH]c(C(=O)NCCCn2ccnc2)c1
(40) Cc1ccc(C2=NN(C(=O)COc3ncnc4ccccc34)C(c3ccco3)C2)cc1 (centres undefined)
compound no.,31,32,33,34,35,36,37,38,39,40
RGS8-Gao,100,99,87,95,93,100,99,105,103,99
Mcl1-Noxa inh,-5,10,10,-81,23,-10,9,15,9,-7
Bim-Bcl-2,1,-6,·,-5,2,5,0,-4,1,-3
Bim-Bfl-1,-4,-13,·,-12,3,5,-2,-4,-5,-8
Mcl1 Bid PPI,-8,-4,-109,-35,1,-16,-66,-67,-1,-8
Bim-Bcl-B,0,-7,·,-6,0,5,-3,-6,-2,-9
Bim-Bcl-W,1,-3,·,3,0,4,0,-2,-5,-2
RGS4-Gao reg,97,95,107,91,99,99,101,103,108,97
Bim-Mcl-1,2,-3,·,0,0,3,-2,-1,-1,-2
RGS7-Gao reg,?,98,?,88,97,101,98,102,103,?
Bcl-XL Bim block,1,-7,·,-4,0,1,-2,0,-4,-2

(41) O=C1CCC(c2ccccc2)=NN1
(42) CC(=O)Nc1ccc(NC(=O)CCCSc2nc3ccccc3s2)cc1
(43) CN1C(=O)NC(c2ccc(O)cc2)C2=C1CN(c1ccc(O)cc1)C2=O (centres undefined)
(44) COCCn1c(SC2CCOC2=O)nc2ccccc2c1=O (centres undefined)
(45) Cc1cc(C)nc(SCC(=O)NC2=NN=C(c3ccc(Br)cc3)CS2)n1
(46) CCSc1nnc(NC(=O)C(NC(=O)c2ccc(Cl)cc2)C(C)C)s1 (centres undefined)
(47) COc1ccc(CCNC(=O)c2ccc([N+](=O)[O-])cc2)cc1
(48) Cc1ccc(S(=O)(=O)N2CCCCC2)cc1NC(=O)CCOc1ccccc1
(49) O=C(Cn1nnc(-c2ccccc2)n1)Nc1ccccc1N1CCOCC1
(50) COC(=O)c1c(C(=O)OC)c(-c2ccccc2)n2c1CS(=O)(=O)C2
compound no.,41,42,43,44,45,46,47,48,49,50
RGS8-Gao,73,97,101,97,97,98,105,101,102,99
Mcl1-Noxa inh,-4,8,18,13,-3,19,-23,-5,-24,-12
Bim-Bcl-2,10,-2,1,0,0,-1,·,-5,-1,-2
Bim-Bfl-1,6,-2,-3,-4,1,-2,·,-5,-2,-2
Mcl1 Bid PPI,-8,-13,-41,-6,-1,11,-2,-16,-17,7
Bim-Bcl-B,15,-3,-3,-2,-1,-8,·,-6,0,0
Bim-Bcl-W,-1,-1,-1,2,-3,-5,·,-4,-2,1
RGS4-Gao reg,81,98,100,100,98,100,108,101,103,96
Bim-Mcl-1,2,1,2,-1,-4,-5,·,-3,-2,-1
RGS7-Gao reg,82,97,?,99,109,97,?,99,102,99
Bcl-XL Bim block,-1,-2,0,0,-2,-8,·,-7,-1,0

(51) CC1(C)Cc2ccccc2C(Nn2cnnc2)=N1
(52) O=C(Nc1nc(=O)c2ccccc2s1)c1ccc(F)cc1
(53) Cc1cc(Cl)ccc1OCCCC(=O)N1CCCCC1
(54) O=C(CCC(=O)OCCCC(F)(F)C(F)(F)F)NC1CCCCC1
(55) Cc1ccc(-n2c(C)cc(C(=O)CN3C(=O)C(=O)N(C4CCCC4)C3=O)c2C)cc1
(56) COc1ccc(-c2nc3nc(N)nn3cc2C)cc1F
(57) C/C(N)=C(/C#N)C(=O)COC(=O)CCS(=O)(=O)c1ccccc1
(58) CC(C)COc1ccc(C(=O)OCCN2CCOCC2)cc1
(59) Cc1cccc(C(=O)N[C@H](C(=O)Nc2nc3ccccc3[nH]2)C(C)C)c1
compound no.,51,52,53,54,55,56,57,58,59
RGS8-Gao,104,99,98,73,108,95,103,104,101
Mcl1-Noxa inh,-18,-20,2,-10,1,13,16,11,11
Bim-Bcl-2,-6,-1,1,-3,1,-5,-3,-6,0
Bim-Bfl-1,-12,-1,0,-3,-4,-5,0,-8,-1
Mcl1 Bid PPI,-15,-6,5,-1,-29,-34,-10,14,-21
Bim-Bcl-B,-5,-12,0,-2,0,-2,-1,-5,-1
Bim-Bcl-W,3,-5,0,-4,0,-3,0,-1,1
RGS4-Gao reg,106,99,102,81,101,95,100,100,98
Bim-Mcl-1,3,-2,-2,-5,1,0,-2,0,4
RGS7-Gao reg,121,97,103,82,102,97,99,101,?
Bcl-XL Bim block,-13,-5,-4,-4,3,-2,-3,-4,1

Marked active in Mcl1-Noxa inh, of those listed so far:
(1) C=CCOC(=O)c1cc(-c2ccc(/C=C3\C(=O)NC(=O)C(C#N)=C3C)o2)ccc1Cl
compound no.,1
RGS8-Gao,93
Mcl1-Noxa inh,105*
Bim-Bcl-2,-6
Bim-Bfl-1,-13
Mcl1 Bid PPI,99*
Bim-Bcl-B,-5
Bim-Bcl-W,-1
RGS4-Gao reg,79
Bim-Mcl-1,-6
RGS7-Gao reg,83
Bcl-XL Bim block,-38
